Screens: PubChem, several laboratories
STAT3 inh: reduces IL-6 driven STAT3 reporter signal; inhibition, % at 5.5 µM; U3A cells, IL-6 STAT3-luciferase reporter, luminescence; host cell line lacks STAT1; 190,000 compounds, 0.89% hits;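 active = inhibition above the mean inhibition across all screened compounds plus 3 SD, cut at about 44% in these data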;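 note: 0% = DMSO only wells and 100% = 100 µM nifuroxazide control wells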
STAT3 activator: increases IL-6 driven STAT3 reporter signal; U3A cells, IL-6 STAT3-luciferase reporter, luminescence; 100% = signal with IL-6 EC80 alone; activation (% of control), % at 5.6 µM; 190,000 compounds, 0.91% hits;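 active = activation above the screen-wide mean of compound activation plus 3 SD, cut at about 130% in these data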;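 note: 0% = background luminescence of wells with medium and substrate only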
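system = STAT3-luciferase reporter U3A cells | reagent = IL-6 stimulus at 33 ng/mL final | timing = 1 h compound pre-exposure, 6 h IL-6 stimulation, 37 °C | measured by = luminescence | evaluation = % activation versus median of IL-6-stimulated wells | control set = IL-6-only wells as 100% reference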
APP 5UTR inh: APP translation inhibition; SH-SY5Y APP 5'UTR-luciferase reporter, luminescence; inhibition, % at 2 µM; 190,000 compounds, 0.82% hits; AID 1285;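 active = inhibition above a set limit, derived from the sample mean plus 3 SD, cut at about 45% in these data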; note: values of inactives mirror those of a sister screen read the other way
Hsp70 activator: Hsp70 transcriptional activation, primary screen | 200,000 compounds, 0.04% hits | activation, % at 10 µM | HeLa Hsp70 promoter luciferase reporter, luminescence; scaled: vehicle 0, proteasome-inhibitor control 100%;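 active = activation above the mean across all tested compounds plus 3 SD, cutoff set per campaign, cut at about 5.5% in these data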;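 note: 100% = MG132 at 30 µM as the positive control and 0% = DMSO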
FLuc inh counter: inhibits firefly luciferase, flagging false hits in luciferase inhibition screens. ATPLite firefly luciferase biochemical luminescence, 10 min. inhibition, % at 10 µM. 200,000 compounds, 1.5% hits. P08659;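 active = inhibition above about 50% when tested at 10 µM, limit read from the data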
Target sequence (P08659 whole entry, looked up): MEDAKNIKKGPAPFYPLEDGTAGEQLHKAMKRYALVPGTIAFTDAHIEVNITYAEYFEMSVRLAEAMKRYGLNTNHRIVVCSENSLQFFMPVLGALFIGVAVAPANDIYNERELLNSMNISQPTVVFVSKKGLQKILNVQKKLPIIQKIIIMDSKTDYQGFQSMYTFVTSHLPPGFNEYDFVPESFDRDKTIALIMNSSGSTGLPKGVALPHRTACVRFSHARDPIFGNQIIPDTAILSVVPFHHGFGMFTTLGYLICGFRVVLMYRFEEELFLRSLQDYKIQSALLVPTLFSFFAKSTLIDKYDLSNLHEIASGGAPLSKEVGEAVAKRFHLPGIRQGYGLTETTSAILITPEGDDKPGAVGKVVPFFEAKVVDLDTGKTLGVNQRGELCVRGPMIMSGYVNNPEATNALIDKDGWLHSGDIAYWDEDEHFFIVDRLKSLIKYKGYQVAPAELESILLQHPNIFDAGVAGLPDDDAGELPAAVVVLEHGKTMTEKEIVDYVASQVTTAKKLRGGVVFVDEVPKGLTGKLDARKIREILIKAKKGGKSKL
STAT1 act: increases IFN-gamma driven STAT1 reporter signal; activation (% of control), % at 5.5 µM; AID 932; NIH 3T3 STAT1-luciferase reporter, luminescence; 100% = IFN-gamma alone, no compound; 200,000 compounds, 2.6% hits;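 active = activation above the screen-wide mean activation plus 3 SD, cut at about 130% in these data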;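 note: raw ratio to IFN-gamma control signal so 100% means no change and 0% no light; values of inactives mirror those of a sister screen read the other way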
NF-kB expr up: NF-kB expression increase, human neuronal cells; AID 1239; NF-kB reporter expression; hits give high values; 190,000 compounds, 1.6% hits; fold change at 12.5 µM; in the data active = fold change above about 3.3
STAT1 blocker: STAT1 signaling inhibition; 200,000 compounds, 0.35% hits; AID 920; NIH 3T3 STAT1-luciferase reporter, IFN-gamma, luminescence; inhibition, % at 5.5 µM;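 active = inhibition above a set limit, the mean inhibition across all tested compounds plus 3 SD, cut at about 34% in these data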;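 note: 0% = IFN-gamma with DMSO and 100% = IFN-gamma with 300 µM nifuroxazide; values of inactives mirror those of a sister screen read the other way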
RAM inhibit: yeast RAM network inhibition; 190,000 compounds, 1.8% hits; inhibition, % at 50 µM; AID 868; S. cerevisiae dse1pr::URA3 reporter, 5-FOA growth OD615, 2 d; analog-sensitive cbk1-as2 kinase mutant strain;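 active = inhibition above a set limit, 3 SD over mean compound inhibition, cut at about 8.4% in these data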;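 note: 0% = DMSO-only wells with no growth and 100% = 10 µM 1-NA-PP1 full growth; inhibition rescues growth on 5-FOA so higher OD means more RAM inhibition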
APP 5'UTR act: activates APP 5'UTR luciferase reporter. SH-SY5Y APP 5'UTR luciferase reporter, luminescence; zero percent = DMSO vehicle wells. AID 1276. activation, % at 2 µM. 190,000 compounds, 1% hits;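 active = activation above a set limit, based on mean plus 3 SD of controls, cut at about 140% in these data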; note: values of inactives mirror those of a sister screen read the other way
An asterisk follows results filed as active; / = no result given. The list is partial (hit frequency here may not be typical).

Start of the listing, in advance, 6 compounds:
SMILES	STAT3 inh	STAT3 activator	APP 5UTR inh	Hsp70 activator	FLuc inh counter	STAT1 act	NF-kB expr up	STAT1 blocker	RAM inhibit	APP 5'UTR act
CCN(C(=O)Oc1ccccc1)c1ccc(C(O)(C(=O)OC)C(F)(F)F)cc1 (stereo not drawn)	4	96	13	0.1	-7	95	1.3	5	3.6	-13
CC(=O)NC1CC2CCC(C1)N2 (stereo not drawn)	3	101	-4	-0.3	-1	95	1	5	-0.1	4
O=c1[nH]c(=S)[nH]c(O)c1N=Nc1ccc2c(c1)OCO2	5	96	-40	-0.1	53*	130*	1.2	-31	10.0*	40
COc1ccc([N+](=O)[O-])cc1N=Cc1c(O)n(CCc2ccccc2)c(=O)n(C(C)C)c1=O	-11	108	1	-0.3	-4	95	1	5	11*	-1
CCOc1ccc(-n2c(O)c(N=Nc3ccc([N+](=O)[O-])cc3)c(=O)[nH]c2=O)cc1	-10	113	6	-0.2	-3	98	1.1	0	4.7	-6
Cn1ccc(NC(=O)CCl)n1	7	95	-42	-0.3	-2	101	1.1	-2	1.4	42

The listing, from the first entry:
SMILES	STAT3 inh	STAT3 activator	APP 5UTR inh	Hsp70 activator	FLuc inh counter	STAT1 act	NF-kB expr up	STAT1 blocker	RAM inhibit	APP 5'UTR act
CCN(C(=O)Oc1ccccc1)c1ccc(C(O)(C(=O)OC)C(F)(F)F)cc1 (stereo not drawn)	4	96	13	0.1	-7	95	1.3	5	3.6	-13
CC(=O)NC1CC2CCC(C1)N2 (stereo not drawn)	3	101	-4	-0.3	-1	95	1	5	-0.1	4
O=c1[nH]c(=S)[nH]c(O)c1N=Nc1ccc2c(c1)OCO2	5	96	-40	-0.1	53*	130*	1.2	-31	10.0*	40
COc1ccc([N+](=O)[O-])cc1N=Cc1c(O)n(CCc2ccccc2)c(=O)n(C(C)C)c1=O	-11	108	1	-0.3	-4	95	1	5	11*	-1
CCOc1ccc(-n2c(O)c(N=Nc3ccc([N+](=O)[O-])cc3)c(=O)[nH]c2=O)cc1	-10	113	6	-0.2	-3	98	1.1	0	4.7	-6
Cn1ccc(NC(=O)CCl)n1	7	95	-42	-0.3	-2	101	1.1	-2	1.4	42
Cc1c(C(c2ccccc2Cl)c2c(O)c3ccccc3oc2=O)c(=O)n(-c2ccccc2)n1C (stereo not drawn)	7	92	4	-0.2	1	98	1.1	2	5.2	-4
CN1C(=O)N(C)C(=O)C2(Cc3cc([N+](=O)[O-])ccc3N(C)C2c2ccccc2)C1=O (stereo not drawn)	8	95	-5	-0.1	-5	108	0.76	-10	-0.6	5
CN1C(=O)/C(=C\N2CCc3ccccc32)C(=O)NC1=S	-12	110	-5	-0.2	2	92	1.2	8	2.2	5
O=C1CN(C(=O)CN2CCCCC2)C(c2ccccc2)c2cc(Br)ccc2N1 (stereo not drawn)	-15	117	-3	0.2	-6	105	1.3	-5	-0.1	3
CC1CN=C(NCc2ccc(F)cc2)S1 (stereo not drawn)	8	95	-46	-0.4	-3	104	1.2	-6	-0.4	46
Clc1ccc(C(c2ccccc2)c2ncc[nH]2)cc1 (stereo not drawn)	0	98	-13	-0.3	-8	103	1.1	-3	0.4	13
CCOc1ccc(NC(=O)C2C3c4ccccc4C(c4ccccc43)C2C(=O)O)cc1 (stereo not drawn)	0	102	7	-0.1	-3	103	0.97	-5	2.5	-7
CN(CCOc1ccc(C=C2C(=O)NC(=O)NC2=O)cc1)c1ccccn1	15	89	-9	0.1	-5	98	1.5	2	0.0	9
Clc1ccc2c(c1)C(c1ccccc1Cl)=NCc1nnc(N3CCN(CCOc4ccccc4)CC3)n1-2	6	103	-27	0.0	-6	106	0.98	-7	0.5	27
COc1ccccc1OCC#CCN1CCOCC1	7	99	-18	0.0	-1	113	/	-14	2.3	18
COc1ccc(CCNCc2cccc(C(F)(F)F)c2)cc1OC	-8	108	-7	-0.3	-5	93	0.99	7	-1.1	7
O=c1c2ccccc2nc(SCC2CCCCO2)n1-c1ccccc1 (stereo not drawn)	-11	107	29	0.0	-5	97	0.94	6	1.4	-29
CCCN(CC#CCOc1ccc(OC)cc1)CCC	3	101	-20	-0.1	-10	107	1.2	-7	3.1	20
CCOP(=O)(C#CC(C)(C)C)C(C)(O)c1ccccc1 (stereo not drawn)	3	103	-3	0.6	-2	99	1.2	2	0.5	3
N=c1sccn1Cc1ccc(Cl)cc1Cl	7	94	4	0.1	-5	97	0.83	3	2.1	-4
Cc1ccc(C(=O)C2(C)N(O)C(C)C(c3cccs3)=[N+]2[O-])cc1 (stereo not drawn)	5	104	-20	0.5	-8	98	0.95	1	0.8	20
COc1ccc(OCC(=O)N2CCN(Cc3nc4cc([N+](=O)[O-])ccc4n3C)CC2)cc1	10	95	13	-0.4	-4	93	1	8	1.7	-13
O=c1c2ccccc2nc(-c2ccccc2)n1-c1ccccn1	-4	106	0	-0.5	0	106	1.2	-9	0.7	0
Cc1ccc(-n2cc(CNC(C)Cc3cnccn3)c(-c3cccc(C)c3)n2)cc1 (stereo not drawn)	15	90	-1	-0.3	0	106	0.73	-8	-0.9	1
C=CCn1c(O)c(/C=C2/C=CC=N2)c(=O)[nH]c1=O	2	95	-7	-0.3	0	106	0.64	-6	0.1	7
Cc1nn(Cc2ccccc2Cl)c(C)c1C(=O)OCC(=O)N1CC(C)OC(C)C1 (stereo not drawn)	-4	103	-4	-0.4	-3	93	0.81	8	-0.6	4
CC(=Nc1ccc2c(c1)CCC2)c1c(O)n(C2CCCCC2)c(=O)[nH]c1=O	8	95	-8	-0.1	-6	111	1.3	-12	2.8	8
Oc1ccc(/C=N/NP(=S)(c2ccccc2)c2ccccc2)cc1O	1	99	16	0.1	-3	97	0.93	3	0.8	-16
O=S(=O)(c1ccccc1)N1CCCCC1c1cccnc1 (stereo not drawn)	11	94	6	-0.4	-7	84	1.1	18	1.4	-6
CN1C(=O)/C(=C/c2cccn2-c2ccc3ccccc3c2)C(=O)NC1=S	7	95	5	-0.2	-6	100	1.1	0	15*	-5
COc1cc2c(cc1OC)-c1c(OC)c(OC)cc3c1[C@H](C2)[N+](C)(C)CC3	-3	100	0	-0.2	-5	99	1.1	1	-0.4	0
CN1CCC(N2CC3CC(C2)c2cccc(=O)n2C3)CC1 (stereo not drawn)	14	93	12	-0.3	-7	97	0.99	2	-1.4	-12
O=C(Nc1ccc(Cl)cc1C(=O)c1ccccc1)c1ccccc1	9	93	1	-0.2	-4	101	1.4	-1	3.6	-1
CCC(=NCCC1=CCCCC1)c1c(O)[nH]c(=O)[nH]c1=O	-5	109	13	-0.2	-5	98	1.1	2	0.1	-13
CCN1C(=O)C(=Cc2ccc(C)s2)C(=O)N(CC)C1=S	-1	104	-65	-0.2	-1	112	1.2	-13	9.5*	65
COc1ccc(CN2C(=O)NC(=O)/C(=C\c3ccc(OC)c(OC)c3OC)C2=O)cc1	-3	104	-14	-0.3	-10	111	1.3	-13	7.5	14
CCN(N=Nc1nonc1OC)c1nonc1OC	-3	105	4	-0.1	-6	100	1.1	1	-0.2	-4
C(#CCN1CCOCC1)COCc1ccccc1	13	97	-4	-0.1	-5	98	1.3	3	1.0	4
Cn1c(=O)cc(SCC(=O)N2CCC3(CC2)OCCO3)c2ccccc21	8	96	15	0.0	0	88	1.2	13	0.6	-15
COc1ccc(-c2nc(CSCC(=O)N3CCC4(CC3)OCCO4)c(C)o2)cc1OC	3	100	0	0.0	2	94	0.9	7	1.7	0
COc1ccc(Cl)cc1C(=O)C1CCCN(CCO)C1 (stereo not drawn)	-9	112	-8	-0.3	-1	98	0.92	0	2.9	8
CN1CCN(c2ccc(NC(=O)Oc3ccccc3)cc2)CC1	8	99	5	0.0	5	102	0.92	-2	0.6	-5
COc1cccc(NC(=O)CN2CC(c3ccccc3)CC2=O)c1 (stereo not drawn)	11	98	-4	-0.1	-4	93	0.89	8	0.8	4
COc1cccc(-n2c(-c3ccoc3)nc3ccccc3c2=O)c1	-1	101	18	0.7	2	94	1	3	0.9	-18
O=C(Cn1ncc2c3ccccc3n(Cc3ccc(F)cc3)c2c1=O)N1CCC2(CC1)OCCO2	39	69	-1	-0.4	-12	95	0.85	6	1.5	1
Cc1cccc(OCC(=O)N2CCN(Cc3ccc([N+](=O)[O-])cc3)CC2)c1	2	101	-6	-0.5	-2	97	1.1	2	2.3	6
COc1ccc(C(=O)C2CCCN(Cc3ccc(C)s3)C2)cc1OC (stereo not drawn)	1	104	3	-0.2	-7	85	1	15	0.1	-3
